Bioassay records (PubChem BioAssay)
Lipid storage S3 = qHTS Assay for Lipid Storage Modulators in Drosophila S3 Cells; Drosophila S3 cells, BODIPY lipid droplet fluorescence, 18-24 h; cells fed with added oleic acid; Potency in µM for hits, for the others lipid storage change, negative = inhibition, % at the top dose, mostly 46.1 µM; hit rate 0.64% among 320,000; AID 2685; active = well fitted inhibition curve with a large enough effect in the signal ratio, with a control signal flat, not every such curve was filed as active; inconclusive = small, poorly fitted or top-dose-only effect, or effect the other way, or a change in a side signal; the % refers to the signal ratio
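Drosophila S3 cells loaded with oleic acid (400 uM, as added) and compounds at several concentrations; lipid droplets imaged by 488-nm laser-scanning cytometry, 500–530 nm intensity and object ratio to cell channel. Percent activity normalized to 20 uM Triacsin C.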
Lipid storage S3 cell count max = recorded beside Lipid storage S3, whose call it bears; cell number change, %; measured here: cell count max response;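 cells counted by Cell Tracker Red CMTPX staining in the red channel; peak over a dose series mostly up to 46.1 µM; percent activity relative to internal control wells on each plate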
* marks the source's active call; other numbers are inactive results; i = inactive; ? = inconclusive; . = no result given. % is scaled to controls: 0 for no effect and ±100 for the full control effect; potency is read from the fitted curve at half-maximal effect. These rows are one share of the data; count on the stated rates, not on these rows.

| canonical_smiles | Lipid storage S3 | Lipid storage S3 cell count max |
| --- | --- | --- |
| CCCCN(CC(O)COc1cccc(C)c1)CC(O)COc1cccc(C)c1 (stereo not given) | ? | . |
| CCCCOC(=O)C1C2C=CC3(CN(CCc4ccccc4)C(=O)C13)O2 (stereo not given) | 9% | -8 |
| O=C(CSc1ccc2c(c1)OCCO2)NCCc1ccc(Cl)cc1Cl | 3% | -7 |
| Cc1c(Cl)cccc1NC(=O)c1ccco1 | 10% | 8 |
| CC(=O)N1CCN(S(=O)(=O)c2ccccc2)C1c1ccccc1 (stereo not given) | ? | . |
| COc1ccc(NC(=O)c2ccc(C#CC(C)(C)O)cc2)cc1 | -9% | -16 |
| Cc1ccc2[nH]c3c(c2c1)CCN1C(=O)OC(C)(C)C31C (stereo not given) | -5% | -17 |
| CC(C)c1ccc(CNc2c([N+](=O)[O-])c(=O)oc3ccccc23)cc1 | 5% | -15 |

More compounds follow.
| canonical_smiles | Lipid storage S3 | Lipid storage S3 cell count max |
| --- | --- | --- |
| O=c1oc2ccc(Cl)cc2cc1-c1nnc(Nc2cccc(C(F)(F)F)c2)s1 | 5% | -2 |
| COc1ccc(C(=S)N2CCN(S(=O)(=O)c3ccccc3)CC2)cc1 | i | -9 |
| CCn1c(C)c(C(C)=O)c(N2CCN(C(c3ccccc3)c3ccccc3)CC2)nc1=S | -8% | -2 |
| COc1ccc(CCNC(=O)CS(=O)(=O)c2cn(CC(=O)N3CCCC3)c3ccccc23)cc1OC | ? | . |
| Cc1cccc(NS(=O)(=O)c2ccc3c(c2)OCCO3)c1 | i | 4 |
| Cc1ccccc1-c1ccc(C(=O)NCc2ccccc2)o1 | ? | . |
| OCCOCCNc1ncnc2nc[nH]c12 | 8% | 4 |
| Cc1ccc(C(=O)c2c3ccccc3[n+]([O-])n2[C@@H](C)C(N)=O)cc1 | ? | . |

Next compounds follow:
| canonical_smiles | Lipid storage S3 | Lipid storage S3 cell count max |
| --- | --- | --- |
| Cc1ccc(-c2nc3ccc(Cl)cc3c(=O)n2O)cc1 | 4% | 1 |
| C(=N\n1cnnc1)/c1ccc2c(c1)OCCO2 | 12% | 10 |
| O=C(O)c1cc(Sc2ccc(Br)cc2)nc2ccccc12 | ? | . |
| COCCNC(=O)C(c1ccc(F)cc1)N(Cc1ccccc1)C(=O)CCC(=O)Nc1ccccn1 (stereo not given) | ? | . |
| O=C(Nc1c(Cl)cccc1Cl)c1cc(=O)n(Cc2ccccc2)c(=O)[nH]1 | ? | . |
| OCCCNCc1cccc2ccccc12 | -5% | -4 |
| NC(=O)c1ccccc1NC(=O)/C=C/C(=O)O | ? | . |
| C/C(=N\NC(=O)Cc1ccccc1)c1cccnc1 | ? | . |

The list goes on.
| canonical_smiles | Lipid storage S3 | Lipid storage S3 cell count max |
| --- | --- | --- |
| O=C(Cc1ccc(S(=O)(=O)N2CCCCC2)s1)Nc1cccc2ccccc12 | ? | . |
| CN(Cc1ccccc1)C(=O)c1[nH]cnc1C(=O)NCCCCCNC(=O)OC(C)(C)C | ? | . |
| O=C(CCn1c(=O)c2ccccc2n(CC(=O)NC2CCCC2)c1=O)NCCc1ccc(Cl)cc1 | ? | . |
| O=C(c1ccc(C(=O)N2CCCc3ccccc32)s1)N1CCCc2ccccc21 | 8% | -3 |
| O=C(O)CCC(=O)Nc1ccc(SSc2ccc(NC(=O)CCC(=O)O)cc2)cc1 | 0% | 14 |
| CC(=O)N1CCOc2ccc(S(=O)(=O)N3CCC(C(=O)NCc4ccc(C)cc4)CC3)cc21 | -6% | 17 |
| O=C(c1ccc2c(c1)OCCCO2)N1CCCCC1 | 14% | 1 |
| CCCCc1ccc(S(=O)(=O)Nc2cc(C)on2)cc1 | ? | . |

Next entries follow.
| canonical_smiles | Lipid storage S3 | Lipid storage S3 cell count max |
| --- | --- | --- |
| CC(C)Cc1nc2sc3c(SCC(N)=O)ncnc3c2c2c1CCC2 | 6% | 0 |
| COc1ccc(/C=C/CN2CCC(CO)(Cc3ccccc3Cl)CC2)cc1 | ? | . |
| Cc1ccc2n(n1)c(=O)c(Cc1ccccc1)c([O-])[n+]2-c1ccccc1 | 1% | 9 |
| CCCC(=O)NCCc1nc2ccccc2n1CC(=O)c1ccccc1 | 1% | 13 |
| Cc1cccc(C)c1OCCN1CCCC1 | ? | . |
| OCC1(Cc2ccccc2)CCN(C2CCN(c3ccc(F)c(F)c3)CC2)CC1 | 3% | 11 |
| O=C1CC(/C=C/c2ccccc2)(C(=O)NC2CCCC2)N1c1ccc(S(=O)(=O)N2CCCC2)cc1 (stereo not given) | ? | . |
| O=S(=O)(c1ccc(OC(F)(F)F)cc1)N1CCCC(c2ccccc2)C1 (stereo not given) | 20% | 14 |

(continued)
| canonical_smiles | Lipid storage S3 | Lipid storage S3 cell count max |
| --- | --- | --- |
| O=C1c2ccccc2S(=O)(=O)N1Cc1cc(=O)n2ccsc2n1 | 14% | -16 |
| CC(C)CC1=NN(C(=O)c2ccco2)C(O)(C(F)(F)F)C1 (stereo not given) | -17% | 3 |
| CC(C)c1nc2sc3c(NCc4ccccc4)ncnc3c2c2c1COC(C)(C)C2 | ? | . |
| COC(=O)C1=C(C)N(Cc2ccccc2)C(=NCCc2cccnc2)N[C@H]1c1ccc(Br)cc1 | ? | . |
| O=C(O)/C=C\C(=O)Nc1cccc(NC(=O)c2ccccc2)c1 | ? | . |
| Cc1ccc(CNC(=O)c2cccnc2Cl)cc1 | ? | . |
| COCCCNC(=O)c1cc(Sc2ccc(F)cc2)nc2ccccc12 | 2% | 13 |
| O=C(NC1CCN(Cc2ccccc2)CC1)c1ccc(CS(=O)c2ccc(F)cc2)o1 (stereo not given) | ? | . |

More compounds follow.
| canonical_smiles | Lipid storage S3 | Lipid storage S3 cell count max |
| --- | --- | --- |
| O=C(COc1ccccc1)OCC(=O)N1CCCc2ccccc21 | -2% | -4 |
| CCOc1ccc(OCCC(=O)N2CCc3cc(OC)c(OC)cc3C2)cc1 | ? | . |
| C=CCNC(=O)C1CCN(c2nc(C)cc(-c3ccccc3)n2)CC1 | 14% | -8 |
| Cc1ccc(NS(=O)(=O)c2ccc(C(C)(C)C)cc2)cn1 | 20% | 6 |
| Cc1sc2ncnc(N3CCC(C(=O)N(C)CC(=O)Nc4ccccc4Cl)CC3)c2c1C | ? | . |
| CN(Cc1ccccc1)C(=O)CSc1n[nH]c(N)n1 | ? | . |
| Cc1ccc(NC(=O)NCc2cccnc2)cc1C | ? | . |
| CN(C)CCCOC(=O)c1ccc(Br)cc1 | ? | . |

New compounds follow
| canonical_smiles | Lipid storage S3 | Lipid storage S3 cell count max |
| --- | --- | --- |
| COc1nc(OC)nc(N2CCC(C(=O)Nc3cccc4ccccc34)CC2)n1 | 14% | 0 |
| COc1cccc2c1CCC(NC(C)=O)C2=O (stereo not given) | 0% | -6 |
| CCc1cc(=O)oc2c(C)c(OCC(=O)NCc3ccccn3)ccc12 | ? | . |
| CC(=O)NC(Cc1ccc(F)cc1)C(=O)NC1CCN(c2ncccc2[N+](=O)[O-])CC1 (stereo not given) | ? | . |
| O=[N+]([O-])c1ccc(N2CCN(S(=O)(=O)c3ccc(Cl)c(Cl)c3)CC2)cc1NCCN1CCOCC1 | 9% | 19 |
| Cc1cccc(C)c1NC(=S)N(CCN(C)C)Cc1cccs1 | 1% | -10 |
| CC(NC(N)=O)C(=O)Nc1ccc(Cl)c(S(=O)(=O)Nc2ccc(Br)cc2)c1 (stereo not given) | 3% | -15 |
| COc1ccc(-c2cc(C(=O)Nc3sc4c(c3C#N)CCCC4)c3ccccc3n2)cc1 | 2% | -3 |

Additional results follow:
| canonical_smiles | Lipid storage S3 | Lipid storage S3 cell count max |
| --- | --- | --- |
| O=C(c1ccccc1)c1ccc(Sc2ccc([N+](=O)[O-])cc2)cc1 | 2% | 16 |
| CC(OC(=O)c1ccccc1NCCO)C(=O)Nc1ccc(S(=O)(=O)N2CCOCC2)cc1 (stereo not given) | ? | . |
| COc1ccc(N(CC(=O)N2CCc3ccccc3C2)S(=O)(=O)c2c(C)[nH]c(=O)[nH]c2=O)cc1 | ? | . |
| COC(=O)Cn1c(C(O)c2ccccc2)nc2ccccc21 (stereo not given) | i | 18 |
| COc1ccc(-c2cc3ccc(OCC(=O)NCC4CCC(C(=O)O)CC4)cc3oc2=O)cc1 (stereo not given) | -20% | . |
| CSCCOC(=O)c1[nH]c2c(c1C)C(=O)CC(c1ccco1)C2 (stereo not given) | i | . |
| CCN(Cc1ccncc1)Cc1cn[nH]c1-c1ccc(OC)cc1F | 14% | 16 |
| O=C(NC1CCCc2ccccc21)C1CCC(CNc2c(N3CCOCC3)c(=O)c2=O)CC1 (stereo not given) | 2% | 4 |
